bovine MsrA act: bovine MsrA enzyme activators, primary screen, biochemical, absorbance, HTS; activation, % at 10.6 µM; purified bovine MsrA, absorbance read-out; AID 602163, 2012; 360,000 tested, 0.3% active; Methionine sulfoxide reductase A (Bos taurus); in the data active means activation above about 7.5%;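 further: 0% = vehicle and 100% = reference activator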
E coli Lon inh: inhibitors of E. coli Lon protease, primary screen, biochemical, fluorescence polarization; P0A9M0; purified E. coli Lon protease; inhibition, % at 7.94 µM; 360,000 tested, 0.42% active; in the data active means inhibition above about 13%, passing the limit was not always enough;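 further: 0% = enzyme with probe and DMSO and 100% = no enzyme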
CendR NRP1 mod: modulators of CendR peptide binding to NRP-1, primary screen, biochemical, fluorescence polarization, uHTS | Neuropilin-1 (Homo sapiens), O14786 | FAM-RPARPAR peptide binding to NRP-1 | inhibition, % at 25 µM | 360,000 tested, 0.85% active | AID 602438, 2012;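 active means inhibition or corrected inhibition above about 18%, plus a signal ratio from 0.5 to 1.5, limit read from the data, passing the limit was not always enough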; further: strong numbers were not always called active
SKN-1 block: suppressors of acrylamide-induced Pgst-4::GFP reporter in worms, primary screen, SKN-1 inhibitor project, whole organism, uHTS, GFP/RFP fluorescence ratio, strain VP596. C. elegans VP596 Pgst-4::GFP/RFP ratio, 24 h. inhibition, % at 21.8 µM. 360,000 tested, 0.49% active. AID 624304, 2012;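 active means interference check ratio from 0.5 to 1.5 plus GFP to RFP signal ratio inhibition reaching or exceeding a fixed threshold, cut at about 30% in these data, passing the limit was not always enough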; further: some compounds called inactive have numbers as strong as hits
Neddylation inh: inhibitors of cullin neddylation, primary screen, biochemical, TR-FRET, uHTS, NAE and Ubc12 | calls only at 25 µM | 360,000 tested, 0.58% active; in the data active means inhibition above about 36%
Target sequence (P61081 whole entry, looked up): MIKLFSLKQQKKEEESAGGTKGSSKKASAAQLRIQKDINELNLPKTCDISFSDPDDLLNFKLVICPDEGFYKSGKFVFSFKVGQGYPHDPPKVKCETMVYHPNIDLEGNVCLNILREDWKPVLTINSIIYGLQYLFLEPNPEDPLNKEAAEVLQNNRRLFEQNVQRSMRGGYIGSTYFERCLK
Target sequence (Q13564 whole entry, looked up): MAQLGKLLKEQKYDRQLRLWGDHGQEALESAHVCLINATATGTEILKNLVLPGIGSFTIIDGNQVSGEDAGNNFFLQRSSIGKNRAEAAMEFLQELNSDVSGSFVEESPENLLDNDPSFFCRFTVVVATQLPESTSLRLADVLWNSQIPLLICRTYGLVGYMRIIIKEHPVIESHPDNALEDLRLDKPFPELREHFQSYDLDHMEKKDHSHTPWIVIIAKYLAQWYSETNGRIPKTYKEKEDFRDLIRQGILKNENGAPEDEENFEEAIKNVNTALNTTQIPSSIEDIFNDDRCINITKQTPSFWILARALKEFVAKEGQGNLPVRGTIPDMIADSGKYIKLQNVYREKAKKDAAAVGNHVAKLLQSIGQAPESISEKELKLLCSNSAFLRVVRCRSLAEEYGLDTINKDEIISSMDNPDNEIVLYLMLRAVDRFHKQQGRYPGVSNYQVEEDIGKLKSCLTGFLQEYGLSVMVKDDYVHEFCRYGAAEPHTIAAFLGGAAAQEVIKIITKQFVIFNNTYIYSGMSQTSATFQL
MT1-MMP act inh: blockers of MT1-MMP proenzyme processing, primary screen, HT1080 RFP-PRO-GFP cells, GFP/RFP fluorescence | Matrix metalloproteinase-14 (Homo sapiens), P50281 | GFP/RFP ratio fluorescence, overnight; percent of plate control window, DMSO zero | GFP/RFP ratio change, % at 20 µM | 360,000 tested, 0.061% active;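 active means GFP/RFP ratio change of at least 30% with cell ATP level not reduced by more than half and red fluorescence within 50% of control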; further: strong numbers were not always called active
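Assay system: RFP-PRO-GFP reporter HT1080 cells; read-out basis: GFP/RFP fluorescence ratio; benchmarks: DMSO wells and RFP-L50D-GFP cells; doses: 20 µM single dose, 1% DMSO; schedule: overnight cell settling, then overnight compound exposure, 37 °C, 5% CO2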
MsrA inhibitor: bovine MsrA enzyme inhibitors, primary screen, biochemical, absorbance, HTS | Methionine sulfoxide reductase A (Bos taurus) | purified bovine MsrA, absorbance read-out | inhibition, % at 15.5 µM | 360,000 tested, 0.75% active | AID 651718, 2012; in the data active means inhibition above about 4.5%;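 further: 0% = vehicle wells with enzyme and 100% = reference inhibitor wells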
Rin1-Abl PPI inh: inhibitors of Rin1-Abl protein binding, primary screen, biochemical, TR-FRET; Tyrosine-protein kinase ABL1 (Homo sapiens) + Ras and Rab interactor 1 (Homo sapiens), …; 360,000 tested, 0.4% active; inhibition, % at 7.35 µM; in the data active means inhibition above about 5%, passing the limit was not always enough
FAS TE block: FAS thioesterase domain inhibitors, primary screen, biochemical, fluorescence intensity, uHTS. Fatty acid synthase (Homo sapiens), P49327. recombinant FAS-TE, OMFH fluorogenic substrate, fluorescence endpoint. inhibition, % at 15 µM. 360,000 tested, 0.67% active;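 active means compounds whose normalised, plate-corrected inhibition of enzyme fluorescence in the single-dose primary screen is 50% or more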;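 further: 0% = DMSO with enzyme and 100% = substrate without enzyme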
Starred values were filed as active, the others as inactive; i = inactive; / = not tested or not shown; + = active, no number. An unsorted share of the library. Share with any hit: about 4.2%.

Structure	E coli Lon inh	MsrA inhibitor	SKN-1 block	Neddylation inh	Rin1-Abl PPI inh	MT1-MMP act inh	bovine MsrA act	FAS TE block	CendR NRP1 mod
O=C(COC(=O)c1cc([N+](=O)[O-])ccc1N1CCOCC1)Nc1ncc(Cl)cc1Cl	4	0.9	10	i	-2	0	-5	54*	6
COc1cc(C(C(=O)NC2CCCC2)N(Cc2ccccc2)C(=O)c2snc(C(N)=O)c2N)ccc1O (stereo not drawn)	2	1.5	15	i	2	0	-3	-2	9
O=C(COC(=O)C1=COCCO1)Nc1cc(Cl)c(Cl)cc1Cl	6	-1.4	-6	i	2	7	-9	16	-3
Cc1ccc2cc(CCNC(=O)C(C)C)c(=O)[nH]c2c1C	-3	-0.2	-16	i	3	0	-1	-3	6
O=C(/C=C/c1ccco1)Nc1ccc(S(=O)(=O)N2CCOCC2)cc1	-3	1.1	2	i	0	5	-5	-5	-10
CCC(c1nc2ccccc2[nH]1)N(C(=O)C1=NNC(=O)CC1)c1ccccc1 (stereo not drawn)	-9	-0.4	4	i	1	1	-2	-2	-1
COC(=O)C(COC(=O)c1c(F)cccc1F)NC(=O)c1c(F)cccc1F (stereo not drawn)	-4	-0.9	11	i	1	4	-2	-4	1
CC(C)Cn1cc(C(=O)NCCCN2CCCC2=O)c2c3ccccc3n(C)c2c1=O	1	4.9*	7	/	-3	-5	-11	-7	6
NC(CSC(c1ccccc1)(c1ccccc1)c1ccc(-c2ccccc2)cc1)C(=O)O (stereo not drawn)	-13	0.0	10	i	-1	0	-1	20	-26
O=C(c1n[nH]c(=O)c2ccccc12)N1CCN(C2c3ccccc3-c3ccccc32)CC1	2	-0.8	22	i	-1	-9	-2	8	3
COc1cc(NC(=O)c2cnn3c(C)cc(C)nc23)c(OC)cc1Cl	7	-1.6	0	i	-2	7	-3	-5	15
Cc1ccccc1-c1nnn(CC(=O)c2ccc(S(=O)(=O)N3CCCC3)cc2)n1	-1	1.7	10	i	-3	4	0	-29	16

(more compounds)
Structure	E coli Lon inh	MsrA inhibitor	SKN-1 block	Neddylation inh	Rin1-Abl PPI inh	MT1-MMP act inh	bovine MsrA act	FAS TE block	CendR NRP1 mod
C[C@H](CO)N1C[C@H](C)[C@@H](CN(C)CC2CCOCC2)Oc2ncc(Br)cc2C1=O	-1	-0.2	3	i	-2	-3	-2	-4	-3
COc1cc(NC(=O)CN2CCN(Cc3ccc4c(c3)OCO4)CC2)cc(OC)c1	3	-1.1	-2	i	2	-8	-4	-5	-8
Cc1cc(-c2c(C(=O)N3CCOCC3)c(C)nn2-c2ccccc2)no1	9	0.4	-11	i	-1	-3	-6	0	-1
COc1ccc(-c2nnc(NC(=O)CS(=O)(=O)c3ccc(F)cc3)o2)cc1	-11	1.6	27	i	-2	1	-2	-6	-7
CC(Sc1nnnn1C)C(=O)Nc1ccccc1-c1ccccc1 (stereo not drawn)	-1	-0.2	-7	i	2	0	-4	-8	-5
O=C(Cn1c(=O)oc2ccccc21)c1ccccc1	9	-0.4	13	i	1	5	-1	2	11
O=C1C=CC(=C(c2ccc(O)cc2)c2ccc(O)cc2)C=C1	-14	1.0	13	i	5	-7	0	3	2
Cc1nnc(NC(=O)c2ccc(S(=O)(=O)N3CCc4ccccc4C3)cc2)o1	2	2.7	6	i	2	3	-9	-2	-7
COc1cccc(C2c3[nH]c4ccccc4c3C[C@H]3C(=O)N(CCCCCO)CC(=O)N23)c1 (stereo partly drawn)	-6	-0.7	5	i	3	1	-2	0	5
CCOC(=O)C1=C(C)C(c2cccc(Oc3ccccc3)c2)NC(=S)N1 (stereo not drawn)	5	-0.2	4	i	3	3	-10	4	14
CCOc1ccc(S(=O)(=O)N2CCN(C(=O)c3cc(-c4ccccc4)nn3-c3ccccc3)CC2)cc1	4	1.1	-8	i	1	-3	-7	26	0
COc1cc(S(=O)(=O)NCCOC23CC4CC(CC(C4)C2)C3)c(OC)cc1Cl	16	-0.3	0	i	0	-4	-8	32	-6

As a working copy, some entries already given:
Structure	E coli Lon inh	MsrA inhibitor	SKN-1 block	Neddylation inh	Rin1-Abl PPI inh	MT1-MMP act inh	bovine MsrA act	FAS TE block	CendR NRP1 mod
O=C(COC(=O)c1cc([N+](=O)[O-])ccc1N1CCOCC1)Nc1ncc(Cl)cc1Cl	4	0.9	10	i	-2	0	-5	54*	6
COc1cc(C(C(=O)NC2CCCC2)N(Cc2ccccc2)C(=O)c2snc(C(N)=O)c2N)ccc1O (stereo not drawn)	2	1.5	15	i	2	0	-3	-2	9
O=C(COC(=O)C1=COCCO1)Nc1cc(Cl)c(Cl)cc1Cl	6	-1.4	-6	i	2	7	-9	16	-3
Cc1ccc2cc(CCNC(=O)C(C)C)c(=O)[nH]c2c1C	-3	-0.2	-16	i	3	0	-1	-3	6
O=C(/C=C/c1ccco1)Nc1ccc(S(=O)(=O)N2CCOCC2)cc1	-3	1.1	2	i	0	5	-5	-5	-10
CCC(c1nc2ccccc2[nH]1)N(C(=O)C1=NNC(=O)CC1)c1ccccc1 (stereo not drawn)	-9	-0.4	4	i	1	1	-2	-2	-1
COC(=O)C(COC(=O)c1c(F)cccc1F)NC(=O)c1c(F)cccc1F (stereo not drawn)	-4	-0.9	11	i	1	4	-2	-4	1
CC(C)Cn1cc(C(=O)NCCCN2CCCC2=O)c2c3ccccc3n(C)c2c1=O	1	4.9*	7	/	-3	-5	-11	-7	6
NC(CSC(c1ccccc1)(c1ccccc1)c1ccc(-c2ccccc2)cc1)C(=O)O (stereo not drawn)	-13	0.0	10	i	-1	0	-1	20	-26
O=C(c1n[nH]c(=O)c2ccccc12)N1CCN(C2c3ccccc3-c3ccccc32)CC1	2	-0.8	22	i	-1	-9	-2	8	3
COc1cc(NC(=O)c2cnn3c(C)cc(C)nc23)c(OC)cc1Cl	7	-1.6	0	i	-2	7	-3	-5	15

(listing goes on)
Structure	E coli Lon inh	MsrA inhibitor	SKN-1 block	Neddylation inh	Rin1-Abl PPI inh	MT1-MMP act inh	bovine MsrA act	FAS TE block	CendR NRP1 mod
O=C(N/N=C/c1ccccc1C(=O)O)c1cccc(S(=O)(=O)N2CCOCC2)c1	1	0.1	22	i	1	0	-2	-5	12
CCC(C)(C)C1CCC2(CC1)NC(=O)N(CC(=O)N(C)Cc1ccc(OC(F)F)cc1)C2=O (stereo not drawn)	0	-0.3	10	i	2	9	-3	2	-7
COc1ccc(NC(=O)N(C2CCCCC2)C(C)c2cccnc2)c(OC)c1 (stereo not drawn)	-1	0.7	-14	i	1	6	-1	-3	4
CCS(=O)(=O)Nc1cccc(-c2nc3cccnc3s2)c1	11	1.2	14	i	-3	-3	-2	5	-10
Cn1c(=O)c2c(nc(Br)n2CC(=O)c2cccs2)n(C)c1=O	-9	2.2	-16	i	3	4	-9	-9	-4
COc1ccc2cc(C3CC(c4cccs4)=NN3S(C)(=O)=O)c(Cl)nc2c1 (stereo not drawn)	9	2.0	13	i	0	1	0	41	-30
OCCNCCSc1nc(C2CCCCC2)n(-c2ccccc2Cl)n1	-4	0.5	-4	i	1	0	-1	-3	7
O=C(NC(=S)NCCCN1CCOCC1)c1cccc2ccccc12	-3	9.4*	8	i	-2	-3	-9	-9	-4
CN(C)c1ccc(C(=O)NN2C(=O)c3ccccc3C2=O)cc1	-6	2.6	13	i	2	4	-4	-2	0
CCOc1c(C)cc2[nH]c(CCC(=O)O)nc2c1C	-4	2.4	-13	i	3	2	-9	-5	-12
CCC(=O)c1ccc(N2CCC(C)CC2)c(F)c1	8	1.1	1	i	0	2	-4	14	-4
COc1cccc(NC(=O)NCc2ccc(F)cc2)c1	0	-0.8	-2	i	2	-4	-7	-4	4

Next results follow.
Structure	E coli Lon inh	MsrA inhibitor	SKN-1 block	Neddylation inh	Rin1-Abl PPI inh	MT1-MMP act inh	bovine MsrA act	FAS TE block	CendR NRP1 mod
CC1=CC(=C2C(=O)c3ccccc3C2=O)C=C(C)N1Cc1ccco1	-21	-0.7	15	i	-9	3	-5	1	-21
O=C(/C=C/c1cccc(F)c1)Nc1ccc(S(=O)(=O)N2CCOCC2)cc1	-4	0.8	9	i	0	6	-3	11	10
Cc1noc2ncnc(Sc3ccc(Br)cc3)c12	-3	-0.7	-1	i	2	-7	-3	28	3
Cc1nnc(SCC(=O)N2CCC(C(N)=O)CC2)s1	-6	-0.6	-17	i	2	0	1	-9	-1
CCCC(=O)NC(=S)c1c(C)n(C)n(-c2ccccc2)c1=O	-1	3.3	7	i	-2	-1	-7	1	-7
O=C(O)CCCn1cc(NC(=O)c2ccco2)cn1	8	-1.7	11	i	2	5	-2	-4	9
O=C(CCc1nc2ccccc2s1)OCc1ccccc1F	8	1.1	-15	i	0	-1	-7	10	6
O=C(O)CCC(=O)Nc1ccc(-n2ccc(C(F)(F)F)n2)cc1	6	0.0	11	i	1	2	-9	-6	9
Cc1nc2cc(NC(=O)NCCC3=CCCCC3)ccc2o1	-4	0.4	-16	i	-2	1	-11	-6	5
CCOC(=O)N1CCN(C(=O)CSC2=NS(=O)(=O)c3cc(Cl)ccc3N2)CC1	-8	-1.1	0	i	-1	-3	-1	-6	-8
CCCCN(CCCC)C1=Nc2ccccc2N/C1=C(/C#N)C(=O)OCC	-15	2.4	1	+	-1	-25	-3	11	-22
NC(=O)c1ncc(C(F)(F)F)cc1Cl	8	0.1	1	i	4	0	-4	-7	22

The list continues:
Structure	E coli Lon inh	MsrA inhibitor	SKN-1 block	Neddylation inh	Rin1-Abl PPI inh	MT1-MMP act inh	bovine MsrA act	FAS TE block	CendR NRP1 mod
O=c1[nH]cc(CN2CCOCC2)c(=O)[nH]1	-6	0.4	15	i	0	3	-4	-7	17
Cc1ccn(CCC(=O)Nc2ccc3c(c2)OCO3)n1	-4	-1.1	25	i	7	1	-5	-6	-6
CCC(C)[C@H]1CN=C(N)N1CCc1cccc(F)c1 (stereo partly drawn)	-11	-1.2	8	i	1	0	-3	-12	13
O=C(CSc1nccc(=O)[nH]1)Nc1ccc(S(=O)(=O)N2CCOCC2)cc1	-5	-0.9	10	i	2	4	-1	-21	2
CN(CC(=O)NC(=O)Nc1ccccc1F)Cc1ccccc1	-3	0.4	1	i	-3	1	-5	14	10
COC(=O)c1c(=O)n(O)c2ccc(OC)cc2[n+]1[O-]	142*	/	-7	i	0	-61	1	-56	95
O=CN1CCN(C(C(=O)NC2CCCCC2)c2cc3c(cc2[N+](=O)[O-])OCO3)CC1 (stereo not drawn)	11	0.6	-5	i	1	-4	-10	-6	6
COc1cc(C)nc(N2CCCC(C(=O)Nc3cccc(Cl)c3Cl)C2)n1 (stereo not drawn)	-6	-1.3	-34	i	2	4	-12	-10	-3
CN1CCN(CC#CCC2(O)c3ccccc3-c3ccccc32)CC1	-1	-0.8	5	i	2	-2	-1	-3	-15
Fc1cc(F)c(F)c(SCCc2ccncc2)c1F	-3	-0.5	-28	i	2	-5	-4	2	2
CCC(CO)Oc1cc(NCc2ccccc2C)c2ncn(C(C)C)c2c1 (stereo not drawn)	0	0.1	24	i	2	-2	-3	-7	8
